Assay outcomes: PubChem, National Center for Advancing Translational Sciences (NCATS)
PLK1 PBD inh = PLK1 (human) polo-box domain binding inhibition; AID 720504; 360,000 tested, 2.8% active; P53350; Potency, µM, inactives show max response, negative = inhibition, hits mostly inhibitors; Plk1 PBD binding of FITC phosphopeptide, fluorescence polarization; further: potency means the concentration at half of the fitted maximal effect; series mostly up to about 57 µM; on the % scale 0 is the no-effect control and ±100 the full control effect; nearly all actives have a fitted effect of over 65% in size
PI5P4K alpha inh = PI5P4K alpha (human) kinase inhibition. P48426. PI5P4Kalpha enzyme, ADP-Glo luminescence, 60 min; hits give low values. max response, %. 330,000 tested, 1.2% active; active means max response of -50% or lower; inconclusive means between -30% and -50%; inactive means -30% or higher; further: value at the top dose of about 77 µM; on the % scale 0 is the no-effect control and ±100 the full control effect
Target sequence (P48426 whole entry, looked up): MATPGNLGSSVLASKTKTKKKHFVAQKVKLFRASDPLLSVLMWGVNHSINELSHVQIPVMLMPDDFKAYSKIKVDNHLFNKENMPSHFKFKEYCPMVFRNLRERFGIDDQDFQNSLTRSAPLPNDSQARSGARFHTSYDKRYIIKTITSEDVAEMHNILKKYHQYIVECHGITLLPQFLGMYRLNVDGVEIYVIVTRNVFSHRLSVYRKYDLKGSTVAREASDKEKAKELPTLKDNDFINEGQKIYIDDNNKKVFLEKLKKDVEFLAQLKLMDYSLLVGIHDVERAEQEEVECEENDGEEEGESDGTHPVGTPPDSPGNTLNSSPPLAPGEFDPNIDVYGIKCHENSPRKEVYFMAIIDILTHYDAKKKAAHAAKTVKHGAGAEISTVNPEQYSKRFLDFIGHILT
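ADP-Glo luminescence end-point read after a 60 min room-temperature kinase reaction of PI5P4Kalpha plus substrate, initiated with ATP at 5 microM final. Buffer: 0.038 M HEPES pH 7.4, EGTA, 0.1% CHAPS, 5% DMSO.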
WRN helicase inh = blocks human WRN helicase. Q14191. WRN helicase unwinding, fluorescent forked duplex, kinetic. AID 651768. 360,000 tested, 0.46% active. Potency, µM (titrated, usually from 114 µM), without a hit: at the top dose activity change, negative = inhibition, most hits filed as inhibitors; further: potency means the concentration at half of the fitted maximal effect; on the % scale 0 is the no-effect control and ±100 the full control effect; nearly all actives have a fitted effect of over 55% in size
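Primary qHTS, 1536-well format. 20 nM WRN + compound, 15 min RT; start with 100 nM forked fluorophore/quencher duplex, 2 mM ATP (final); kinetic read ex 525/em 598 nm.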
IL-2 act = IL-2 activation; IL-2 activation reporter assay, cell-based qHTS; stimulated with anti-CD3/CD4/CD28 beads; in transgenic mouse T cells; activation, % (series mostly up to about 46 µM); 360,000 tested, 0.065% active; AID 652025; in the data active means activation above about 50%; inconclusive means mostly about 30% to 49%; further: 0% is about no effect
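Unstimulated transgenic mouse T cells; 60-min compound exposure; bead-based TCR/CD4/CD28 stimulation; 18 h culture, 37 degrees C; dual fluorescence (EGFP, DsRed) plate cytometry.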
D3 antag = D3 dopamine receptor (human) antagonism | P35462 | D3R cells, DiscoveRx beta-arrestin luminescence, antagonist mode; hits give low values | max response, negative = inhibition, % | 360,000 tested, 2.5% active | AID 652054; in the data active means max response below about -50%; inconclusive means no clear call, values can overlap the other calls; further: on the % scale 0 is the no-effect control and ±100 the full control effect; mostly tested at two doses, the higher about 12 µM
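Cells plated overnight at 1500 cells/well, then exposed to library compounds with dopamine controls for 90 minutes at 37 degrees C. DiscoveRx reagent added for 30–60 minutes at room temperature; luminescence read, quantitative HTS format.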
GLP1R inv ag = acts as inverse agonist at human GLP-1 receptor; P43220; HEK293 GLP-1R CRE-luciferase, luminescence, 24 h; GLP-1R form is constitutively active; Potency, µM (top dose mostly 38.3 µM), without a hit: at the top dose activity change, negative = inhibition, hits mostly inhibitors; 410,000 tested, 1.6% active; AID 624417; further: potency means the concentration at half of the fitted maximal effect; on the % scale 0 is the no-effect control and ±100 the full control effect; nearly all actives have a fitted effect of over 55% in size
Target sequence (P43220 whole entry, looked up): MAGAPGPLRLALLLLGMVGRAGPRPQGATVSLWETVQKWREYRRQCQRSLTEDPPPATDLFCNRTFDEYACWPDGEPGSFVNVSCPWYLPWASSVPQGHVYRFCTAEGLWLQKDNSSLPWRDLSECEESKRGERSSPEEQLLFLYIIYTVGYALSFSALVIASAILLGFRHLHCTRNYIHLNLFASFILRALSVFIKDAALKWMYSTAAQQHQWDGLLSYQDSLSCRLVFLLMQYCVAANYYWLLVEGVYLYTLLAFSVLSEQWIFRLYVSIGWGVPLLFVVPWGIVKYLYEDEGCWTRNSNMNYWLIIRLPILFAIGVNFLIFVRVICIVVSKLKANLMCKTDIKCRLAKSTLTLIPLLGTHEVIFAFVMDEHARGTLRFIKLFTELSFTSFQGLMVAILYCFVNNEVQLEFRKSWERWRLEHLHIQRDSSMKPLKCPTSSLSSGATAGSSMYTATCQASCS
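Stable HEK293 clone (constitutively active GLP-1R + cAMP-response luciferase); 200 cells/uL plated, 12 h pre-culture, compound 24 hr, 37 deg C/5% CO2; detection reagent 12 min RT; luminescence.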
D3 ag = agonists of human D3 dopamine receptor; max activation, %; 410,000 tested, 0.58% active; P35462; AID 652048; D3R DiscoveRx beta-arrestin cells, luminescence, 90 min; in the data active means max activation above about 30%; further: 0% is about no effect; mostly tested at two doses, the higher about 12 µM
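Agonist mode: compounds and dopamine controls were applied to plated cells for 90 min at 37 degrees C after an overnight attachment at 1500 cells/well. Luminescent read-out followed 30 - 60 minutes at room temperature with DiscoveRx detection reagent.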
HEK293 tox = cytotoxicity in counter-screen for GLP-1R inverse agonists. Potency, µM (titrated, usually from 38.3 µM), without a hit: top-dose activity change, negative = inhibition, hits mostly inhibitors. AID 624418. 410,000 tested, 0.13% active. HEK293 cAMP-luciferase reporter cells, luminescence, 24 h;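 further: loss of luciferase light is scored as toxicity; potency means the concentration at half of the fitted maximal effect; on the % scale 0 is the no-effect control and ±100 the full control effect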
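Seeding density was 200 cells/uL; after overnight-length (12 h) culture, 23 nL compounds went on for 24 h at 37 °C. Readout used a luciferase detection reagent, luminescence taken after 12 min at room temperature.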
GLP1R ag = activates the human GLP-1 receptor. HEK293 GLP-1R CRE-luciferase, luminescence, 4-6 h; cells express a hypersensitive GLP-1R form. Potency, µM (highest dose often 45.6 µM), without a hit: at the highest dose activation, most hits filed as activators. 380,000 tested, 0.007% active. AID 624172; further: potency means the concentration at half of the fitted maximal effect; % of control where 0% means no effect
Active calls of the source: *; ? = inconclusive; / = not tested or not shown; & = joins results of further samples; [ ] = dose if it differs, or a comment. Unless noted, the call rests on the fitted dose curve; in most records, active means well fitted curve in the direction sought with a large enough effect; inconclusive means small, poorly fitted or top-dose-only effect, or another doubt; inactive means no such curve, though single readings can be large; an effect the other way counts as inactive or inconclusive.

SMILES	PLK1 PBD inh	PI5P4K alpha inh	WRN helicase inh	IL-2 act	D3 antag	GLP1R inv ag	D3 ag	HEK293 tox	GLP1R ag
Cc1nnc(SCC(=O)Nc2ccc(F)cc2)n(N)c1=O	-9%	5	8%	-1.0	8	6%	3	1%	5%
CCN1CCN(C(=S)c2ccc(SC)cc2)CC1	19µM*	-9	8%	-1.5	-85*	0%	-11	-9%	1%
CC1CCN(S(=O)(=O)c2nnc(NC(=O)COc3ccccc3F)s2)CC1	-12%	?	-4%	-1.1	21	8%	0	4%	-7%
COc1cc(C(=O)N/N=C/c2ccccn2)cc(OC)c1OC	5%	0	-4%	-0.4	-14	?	-5	-27%	22%
CCOc1ccc(NS(=O)(=O)c2ccc(C(=O)NCC(C)(C)N3CCOCC3)cc2)cc1	-7%	9	0%	2.0	-10	?	1	-8%	-7%
[O-][n+]1onc2c1CCc1nnccc1-2	0%	/	-8%	0.3	-8	-2%	1	-5%	-1%
Cc1ccc(Nc2cccc(C(F)(F)F)c2)nn1	-2%	0	-32%	-1.0	?	3%	-25	-12%	4%
Cc1nc2sc(C(N)=O)c(N)c2c(C)c1CC(=O)c1ccccc1	-17%	7	-4%	-1.5	11	?	-1	-20%	0%
Cc1ccc(S(=O)(=O)N2[C@@H](c3cccc(Cl)c3)C(C(=O)O)=CC[C@H]2c2cccs2)cc1	-10%	3	6%	-0.4	-3	?	0	-20%	-1%
COc1ccc(C(=O)C(C)OC(=O)c2cccc(S(=O)(=O)Nc3cc(Cl)c(OC)cc3OC)c2)cc1 (configuration not stated)	5%	8	-15%	-4.1	-9	?	-12	-35%	0%
O=C(CN1CCN(S(=O)(=O)c2ccc(F)cc2)CC1)Nc1ccccc1F	2%	1	2%	0.1	0	?	-4	-9%	3%
O=C1CCc2cc(S(=O)(=O)NCc3ccccc3Cl)ccc2N1	-3%	-5	-26%	-1.2	?	22%	-21	0%	6%
CC1CCCCC1NC(=O)c1cc(S(=O)(=O)N2CCOCC2)ccc1Cl (configuration not stated)	-4%	0	-4%	-1.1	9	-12%	0	1%	4%
CCN(C(=O)CSc1nnc(Nc2ccc(OC)cc2)s1)C1CCS(=O)(=O)C1 (configuration not stated)	-27%	-1	3%	-0.5	3	8%	-2	3%	0%
Cc1cc(C(F)(F)F)c2c(C)nn(-c3ccccc3)c2n1	-5%	-4	2%	0.0	1	4%	4	11%	-3%
Nn1c(SCC(=O)NC2CCCCC2)nnc1-c1ccccc1	-21%	1	2%	-2.6	-11	0%	-5	-3%	-8%
S=C(N/N=C/c1ccccc1Cl)Nc1cccc(Cl)c1Cl	-9%	2	2%	-0.9	-3	-26%	-4	13%	9%
Cc1cc(Br)c(NC(=O)CN2C(=O)NC3(CCOc4ccccc43)C2=O)c(Br)c1 (configuration not stated)	-5%	3	-6%	-2.4	8	-18%	2	20%	-1%
CCOC(=O)c1c(CNc2ccncc2)n(C)c2cc(Br)c(O)cc12	-14%	1	9%	-0.8	-4	14%	-2	2%	1%
CC(=O)Nc1cccc(NCC(=O)Nc2cc(S(=O)(=O)N3CCCCC3)ccc2Cl)c1	6%	-6	-4%	-0.8	-8	-27%	5	-3%	3%
COc1ccc(S(=O)(=O)N2CCOCC2)cc1NC(=O)CN1CCCCCC1	-2%	6	-3%	0.9	3	20%	5	-1%	7%
COc1cc(OC)c(NC(=O)CCNS(=O)(=O)c2cc(Br)cnc2N)cc1Cl	-7%	8	-16%	-1.7	-17	?	-1	6%	3%
CCCCc1cc(=O)oc2cc(C)cc(OC(C)C(=O)O)c12 (configuration not stated)	-3%	/	9%	0.0	18	8%	-2	5%	-14%
C=CCN(CC=C)C(=O)c1cccc(OC2CCN(S(=O)(=O)N(C)C)CC2)c1	-1%	8	-6%	-1.5	7	5%	6	-5%	-6%
CCN(CC)S(=O)(=O)c1ccc(N2CCCC2)c(NC(=O)c2ccc(N3CCCC3=O)cc2)c1	-10%	1	-10%	-0.4	-13	-4%	-2	10%	11%

Filtered by structure: those above with a COOH group
SMILES	PLK1 PBD inh	PI5P4K alpha inh	WRN helicase inh	IL-2 act	D3 antag	GLP1R inv ag	D3 ag	HEK293 tox	GLP1R ag
Cc1ccc(S(=O)(=O)N2[C@@H](c3cccc(Cl)c3)C(C(=O)O)=CC[C@H]2c2cccs2)cc1	-10%	3	6%	-0.4	-3	?	0	-20%	-1%
CCCCc1cc(=O)oc2cc(C)cc(OC(C)C(=O)O)c12 (configuration not stated)	-3%	/	9%	0.0	18	8%	-2	5%	-14%

(cont.)
SMILES	PLK1 PBD inh	PI5P4K alpha inh	WRN helicase inh	IL-2 act	D3 antag	GLP1R inv ag	D3 ag	HEK293 tox	GLP1R ag
CCOCCCNC(=O)C1CCC(CNS(=O)(=O)c2ccc(Cl)cc2)CC1 (configuration not stated)	-5%	/	2%	-2.2	5	4%	-14	3%	-9%
Cc1cccc(S(=O)(=O)Nc2cc(Cl)ccc2N2CCOCC2)c1	-9%	6	-4%	-0.5	-26	10µM*	-11	-2%	7%
C[C@@H]1O[C@H](C2CCCCC2)Cc2[nH][nH]c(=O)c21	?	0	1%	-0.6	-4	?	0	4%	15%
COc1ccccc1NC(=O)c1ccc(NC(=O)CSc2nc(N)cc(=O)[nH]2)cc1	-11%	-1	-2%	-0.3	4	3%	-1	-2%	-4%
Cc1nn(Cc2ccc(C(=O)N/N=C/c3ccncc3)o2)c(C)c1Cl	3%	3	5%	-1.9	15	-1%	-3	-3%	0%
O=C(c1cc2nc(-c3ccco3)cc(C(F)(F)F)n2n1)N1CCCCCC1	-9%	/	4%	-0.7	-15	4%	-2	27%	20%
COc1ccc(NC(C)=O)c([N+](=O)[O-])c1[N+](=O)[O-]	-11%	-2	-2%	-0.4	3	3%	18	-1%	-1%
Cc1cc(C)c(C(=O)COC(=O)C2CCN(c3ccc(C(F)(F)F)cn3)CC2)cc1C	-13%	-1	-11%	-1.4	42	-2%	3	1%	-3%
Cc1cc(C(=O)OCC(=O)NCc2ccco2)c(C)n1-c1ccc(F)cc1	-11%	-9	-13%	1.1	16	?	-14	?	-5%
CCOc1ccccc1-n1nnnc1SCC(=O)NC(=O)NCc1ccco1	-5%	/	-15%[57.1 µM]	-2.6	14	6%	4	2%	4%
CCN1CCN(CCCNC(=O)CS(=O)(=O)Cc2nc(-c3ccccc3C)oc2C)CC1	-14%	-6	-6%	-1.4	-8	-16%&7%	-2&-6	15%&2%	-2%&0%
Cc1cc[n+](CCC(=O)O)c2ccccc12	-12%	1	2%	0.4	0	15%	-4	-25%	-8%
O=C(COC(=O)c1c(F)cccc1F)NCc1cccs1	-10%	1	-3%	-0.7	-23	4%	-1	-2%	17%
CCOc1ccc(S(=O)(=O)Oc2ccc3ccccc3c2)cc1	3%	1	-7%	0.1	5	?	2	-9%	7%
CC(C)OC(=O)NCCOC(=O)Nc1ccc(Cl)c(Cl)c1	-7%	4	-7%	2.3	20	?	16	-21%	4%
C(=N/Nc1nccs1)/c1cccnc1	-6%	1	1%	-3.8	-24	29%	17	-3%	17%
Cc1sc2nc(C3CC3)nc(N3CCN(C(=O)c4ccc(Cl)cc4)CC3)c2c1C	-12%	8	-19%	-2.8	-4	8.9µM*	9	3%	5%
Cc1cc(C)c2c(n1)SCC(=O)N2CC(=O)Nc1ccc(F)cc1	-2%	-4	4%	-0.3	-11	1%	3	-12%	-2%
Cc1noc(C)c1CSc1nc2ccccc2c(=O)n1-c1ccc(Cl)cc1	-1%	/	-20%	-3.1	-9	?	-2	?	0%
Cc1ccc(S(=O)(=O)N(CC(=O)NC2CCCC2)c2cccc(C)c2)cc1	-7%	7	-28%	-1.4	?	-18%	3	4%	1%
C#CCOCCOCCOCCNc1nc(N2CCN(C(=O)CCCCCCCCCCNC(=O)[C@@H](CCSC)n3cc(CCO)nn3)CC2)nc(N2CCN(C(=O)CCCCCCCCCCNC(=O)[C@H](CCC(=O)O)n3cc(CCCCCN)nn3)CC2)n1	-2%	-16	1%	-0.4	13	12%	9	5%	6%
Cc1c(C(=O)N/N=C/c2ccc(N3CCOCC3)cc2)nc2ccccn12	-6%	-4	4%	0.4	5	24%	13	4%	27%
COC(=O)C(CCSC)NC(=O)CNS(=O)(=O)c1ccc(F)cc1 (configuration not stated)	0%	-3	4%	-0.7	19	4%	15	-11%	-3%
CCN(CC)CCN1C(=O)c2oc3ccccc3c(=O)c2C1c1ccc(F)cc1 (configuration not stated)	-7%	/	6%	-2.5	-9	0%	-12	-2%	-4%
CC12CN(C(=S)Nc3ccccc3)CC(C)(CN(C(=S)Nc3ccccc3)C1)C2=O	-3%	-2	3%	-0.4	-10	-11%	10	2%	11%
SMILES	PLK1 PBD inh	PI5P4K alpha inh	WRN helicase inh	IL-2 act	D3 antag	GLP1R inv ag	D3 ag	HEK293 tox	GLP1R ag
CC(C)[C@H](NC(=O)C1CCN(S(=O)(=O)c2ccccc2)CC1)C(=O)NCc1ccco1	-17%	-1	2%	-2.3	2	0%	6	2%	-3%
CCOC(=O)[C@H]1[C@H]2COc3ccc(OC)cc3[C@@H]2N2C(=O)CN(CCc3c[nH]c4ccccc34)C(=O)[C@@]12C	0%	-1	-5%	-1.3	-3	-2%	58*	-20%	20%
COc1ccc(S(=O)(=O)N2CCOCC2)cc1NC(=O)C1CC(=O)N(c2ccc3c(c2)OCCO3)C1 (configuration not stated)	?	-18	-3%	0.2	12	3%	2	-7%	13%
CCCC(C)c1nnc(NC(=O)C2CC(=O)N(c3ccc(OCC)cc3)C2)s1 (configuration not stated)	-24%	-1	-1%	-0.3	-20	?	-3	-8%	5%
COC(=O)Cn1c(=NC(=O)CN2C(=O)CCC2=O)sc2cc(S(N)(=O)=O)ccc21	0%	4	11%	-2.4	13	11%	0	-5%	8%
Cc1cc2occ(CC(=O)N(C)CC(=O)Nc3ccccc3Br)c2cc1C	1%	15	-16%	-3.9	13	?	-3	-12%	3%
Cc1ccc(CC2SC(=Nc3ccccc3)N(c3ccccc3)C2=O)cc1 (configuration not stated)	-1%	11	-21%	-1.5	-17	?	-6	19%	1%
COCCOC(=O)C1=C(C)NC2=C(C(=O)CC(c3cccs3)C2)C1c1ccsc1 (configuration not stated)	-17%	-29	-6%	0.1	-5	-17%	-5	3%	1%
